Keap1 Nrf2 FP: inhibitors of human Keap1-Nrf2 protein-protein interaction; inhibition, % at 9.4 µM; Q14145; Keap1 Kelch-Nrf2 peptide fluorescence polarization, 1536-well; actives 0.15% (n = 340,000); in the data active = inhibition above about 12%;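 also: human Keap1 Kelch domain with fluorescein labeled Nrf2 9mer peptide probe; 0% = neutral control wells and 100% = peptide positive control; higher means more block of Keap1 binding to Nrf2 peptide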
RTF Ca sens inh: cardiac RTF calcium desensitization | IANBD-labeled cardiac RTF, Ca2+ fluorescence | inhibition, % at 7.15 µM | actives 0.12% (n = 340,000);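 active = inhibition above the mean inhibition of all tested compounds plus 3 SD, cut at about 17% in these data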;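 also: assay run at fixed EC70 calcium of 1.6 mM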
PKA-R2B act: activates the human PKA-R2B holoenzyme complex. PKA-R2B holoenzyme dissociation, Cy5-IP20 fluorescence polarization; R2B truncated from residue 108, S112A mutant; 0% DMSO only, 100% 113 µM cGMP. P22694+P31323. activation, % at 11.4 µM. actives 0.079% (n = 340,000);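 active = activation above a cutoff set at the mean over all compounds plus 3 SD, cut at about 18% in these data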;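 also: higher means more holoenzyme dissociation and a rise in polarization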
Target sequence (P31323 whole entry, looked up, other chains not shown, the tested form may be a part): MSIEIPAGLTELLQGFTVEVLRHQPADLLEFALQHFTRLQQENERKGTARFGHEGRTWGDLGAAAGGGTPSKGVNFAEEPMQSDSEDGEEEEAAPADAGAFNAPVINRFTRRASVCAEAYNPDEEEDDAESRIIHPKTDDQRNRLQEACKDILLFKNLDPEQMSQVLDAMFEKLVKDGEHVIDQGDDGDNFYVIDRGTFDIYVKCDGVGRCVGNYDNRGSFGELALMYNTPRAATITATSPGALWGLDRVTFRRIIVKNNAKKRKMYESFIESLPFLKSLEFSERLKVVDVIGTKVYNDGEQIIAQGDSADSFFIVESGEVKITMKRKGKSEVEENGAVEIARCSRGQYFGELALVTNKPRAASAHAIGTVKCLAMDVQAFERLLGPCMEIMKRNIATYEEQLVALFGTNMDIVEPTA
SR-BI DiI inh: mouse SR-BI HDL lipid transfer inhibition; inhibition, % at 12.5 µM; Q61009; AID 488896; ldlA[mSR-BI] CHO cells, DiI-HDL uptake fluorescence, 3 h; actives 0.96% (n = 320,000);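 active = mean replicate inhibition of at least 70% and a set share of replicates each scoring 70 or more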;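 also: 0% = median of neutral control wells and 100% = median of positive control wells; values of inactives mirror those of a sister screen read the other way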
Target sequence (Q61009 whole entry, looked up): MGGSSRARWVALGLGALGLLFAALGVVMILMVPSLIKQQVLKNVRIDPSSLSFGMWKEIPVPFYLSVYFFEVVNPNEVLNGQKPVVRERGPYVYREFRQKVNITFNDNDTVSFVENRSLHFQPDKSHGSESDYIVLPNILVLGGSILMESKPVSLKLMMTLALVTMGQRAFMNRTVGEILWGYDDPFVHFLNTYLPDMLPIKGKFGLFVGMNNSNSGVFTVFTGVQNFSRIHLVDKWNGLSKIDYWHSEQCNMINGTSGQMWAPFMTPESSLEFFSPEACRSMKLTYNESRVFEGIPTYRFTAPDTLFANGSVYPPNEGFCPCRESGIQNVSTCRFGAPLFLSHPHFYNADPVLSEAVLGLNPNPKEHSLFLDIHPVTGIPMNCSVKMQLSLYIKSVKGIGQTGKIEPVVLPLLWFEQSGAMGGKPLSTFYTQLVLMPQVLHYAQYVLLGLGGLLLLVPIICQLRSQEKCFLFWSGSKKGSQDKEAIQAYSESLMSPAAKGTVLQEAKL
DAGLB inh: blocks human DAGLB lipase activity; AID 504411; inhibition, % at 5.17 µM; actives 0.059% (n = 340,000); HEK293T DAGLB membrane lysate, EnzChek fluorogenic substrate; in the data active = inhibition above about 34%;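 also: 0% = enzyme with vehicle and 100% = wells lacking enzyme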
Arr AP2 block: inhibitors of human beta-arrestin and AP2 interaction; FITC-arrestin peptide / GST-AP2 beads, flow cytometry; AP2 beta2 appendage carries R879A mutation; AID 504490; actives 0.31% (n = 340,000); inhibition, % at 10 µM;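 active = inhibition above a set limit, near 3 SD of compounds lacking own fluorescence, cut at about 54% in these data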;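 also: plate controls were DMSO wells for no effect and 5 µM unlabelled arrestin peptide for full effect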
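Measured by: flow cytometry, FL1 (488/535 nm); Material: AP2 appendage R879A on GSH beads; Evaluation: percent response; Timing: pre-incubation 12 min, peptide binding 1 h, room temperature; Also added: 50 nM FITC-arrestin peptide; Medium: PBS with 0.05% Tween 20 and 0.1% BSA.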
SR-BI uptake up: enhances SR-BI lipid uptake from DiI-HDL; CHO ldlA[mSR-BI] cells, DiI-HDL uptake fluorescence, 3 h; 100 = double the neutral-control signal; activation, % at 12.5 µM; actives 0.096% (n = 320,000);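 active = mean replicate activation of at least 60% and every replicate at or above 60%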;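 also: 0% = median plate neutral-control signal and 100% = twice that signal; values of inactives mirror those of a sister screen read the other way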
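System: CHO ldlA[mSR-BI] cells / Medium: HEPES-buffered (25 mM, pH 7.4) F12 plus 0.5% BSA / Probe or stimulus: labelled HDL, 10 µg/mL / Doses: single compound concentration, delivered by pin transfer / Schedule: 3 h, 37 °C / Measured by: DiI fluorescence, bottom read / Measure: cell-associated DiI fluorescence as measure of HDL uptake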
NSD2 inh: inhibitors of human histone methyltransferase NSD2; NSD2 peptide methylation, AlphaScreen, 120 min; inhibition, % at 12.5 µM; actives 0.54% (n = 310,000); AID 743445; in the data active = inhibition above about 50%
PvdQ inh: P. aeruginosa PvdQ acylase inhibition; purified PvdQ acylase, fluorescence plate reader; actives 0.063% (n = 340,000); inhibition, % at 10 µM; in the data active = inhibition above about 30%, passing the limit was not always enough;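 also: 0% = vehicle neutral wells and 100% = reference inhibitor wells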
C-LANA FP: KSHV C-LANA DNA binding inhibition; MBP-C-LANA/FAM-LBS DNA binding, fluorescence polarization; inhibition, % at 9 µM; actives 0.078% (n = 340,000); AID 504423;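 active = highest replicate inhibition at or above 60% at 9 µM, even if other replicates fall short; inactive = all replicates below 60% inhibition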;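 also: 0% = neutral control wells and 100% = 4 µM acridine orange control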
An asterisk follows results filed as active; nt = no result given; & = joins results of further samples.

SMILES	Keap1 Nrf2 FP	RTF Ca sens inh	PKA-R2B act	SR-BI DiI inh	DAGLB inh	Arr AP2 block	SR-BI uptake up	NSD2 inh	PvdQ inh	C-LANA FP
Cc1ccc(S(=O)(=O)N2CCN=C2SCc2ccccc2)cc1	-6	0	4	-12	-2	nt	12	-5	-14	0.6
O=C(CCN1C(=O)c2ccccc2C1=O)Nc1ccccn1	1	-4	2	-6	-1	-7	6	-2	-2	0.6
COCCN(C(=O)c1ccc(-c2ccc(Cl)cc2)o1)c1c(N)n(CC(C)C)c(=O)[nH]c1=O	0	-8	3	7	2	5	-7	33	2	1.7
CCOc1ccc(OCc2cccc(C(=O)N3CCOCC3)c2)cc1	-10	-1	-3	11	-2	-2	-11	nt	-5	1.2
CCC(c1nnnn1C(C)(C)C)N(Cc1ccco1)Cc1cc2cccc(C)c2[nH]c1=O (centres undefined)	-1	0	3	2	1	40	-2	5	2	0.4
Cc1cccc(C(O)C(O)c2cccc(C)n2)n1 (centres undefined)	3	6	1	-36	0	-13	36	1	-9	0.1
CC(=O)Nc1nonc1NC(=O)CSc1nc2ccccc2o1	-5	2	-7	-2	2	-6	2	-2	-18	-0.5
CCC(=O)N(Cc1ccccc1)c1ccccn1	0	-3	-8	13	-3	-4	-13	20	-14	1.2
COc1cc(/C=N/NC(=O)c2ccc(N3CCCC3=O)cc2)ccc1O	-9	-1	3	20	0	-5	-20	-4	-16	0.6
O=C1CCCC/C=C\C[C@H](CC(=O)N(CCO)Cc2ccccc2)C(=O)NC[C@H](c2ccccc2)O1	2	-2	-9	5	-1	22	7	nt	-4	1.4
CN(CC(O)CN1CCOCC1)S(=O)(=O)O (centres undefined)	5&4	5	-2	-2&4	-1	-1&-21	2&-4	0	-4&-4	-0.5&-0.6
Cc1cc(=O)n2nc(N3CCCC3C(=O)NCc3ccccn3)sc2n1 (centres undefined)	-3	-8	-12	-7	0	-4	7	nt	-6	0.7
COc1cccc(-n2nnnc2SCC(=O)N2CCCc3ccccc32)c1	0	-2	-1	-30	-9	-5	30	-5	-14	-0.1
c1ccc(-c2noc(CN3CCN(c4ccccc4)CC3)n2)cc1	-4	-8	-3	-10	-10	-2	10	nt	-20	-0.6
COc1ccc(CC(=O)NNS(=O)(=O)c2ccccc2[N+](=O)[O-])cc1OC	1	-13	-1	-17	0	28	17	-6	-8	-0.8
Cc1nnc(SCC2=C(C(=O)O)N3C(=O)C(NC(=O)COc4ccccc4)C3SC2)s1 (centres undefined)	-4	-1	3	-8	3	-5	8	2	-1	2.1
O=C(NCc1ccccc1F)C1CCCN1C(=O)Nc1cccc(F)c1 (centres undefined)	-2	3	-2	13	0	26	-13	1	-1	0.9
O=C(c1cn(CC(=O)N2CCCC2)c2ccccc12)C1CCCCC1	-1	-2	11	4	-3	-7	-4	nt	-14	1.8
Cc1nnc(SCC(=O)NNC(=O)COc2ccc(Cl)cc2)s1	-2	-3	-1	3	0	9	-3	-2	-10	0.2
O=c1cc(-c2ccccc2)c2cc(Cl)ccc2[nH]1	-1	-5	4	-17	3	-7	17	0	-6	-0.3
Cc1cc(C)cc(OCC(=O)Nc2ccc3c(c2)C(=O)c2ccccc2C3=O)c1	-5	1	-8	45	-1	97*	-45	-1	-13	-1.4
COc1cc(C(=O)OCC(C)=O)cc(NC(=O)c2ccco2)c1OC	-1	5	-1	27	0	18	-27	-3	2	-0.5
CC1=CCn2c(=O)c3ccccc3c(=O)n2C1	3	3	-16	-2	1	-1	2	-3	-6	1.7
O=C(CCC(=O)N1CCCC1)N1CCCC1	-4	-5	0	-13	-1	-11	13	nt	-11	-1.4
O=S(=O)(c1cccc(NC(=S)N2CCN(c3ccccc3)CC2)c1)C(F)F	-2	0	-10	16	-1	9	-16	-3	-8	-0.8
CNC(=O)CSc1nnc(NC(=O)C2CC(=O)N(c3ccccc3OC)C2)s1 (centres undefined)	-2	-10	5	-11	0	-9	nt	1	-7	-0.3
O=C1CC(N2CCN(Cc3ccc4c(c3)OCO4)CC2)C(=O)N1c1cccc2ccccc12 (centres undefined)	0	0	-5	-6	2	-3	6	-1	-8	0.4
Cc1ccc2c(c1)C(C)(C)[C@]1(C)NC(=O)CCN21	-5	5	-5	-5	-1	4	15	-5	0	-1.6
CCOC(=O)c1nn(-c2ccc(Cl)cc2)c2nc(CC)c(C#N)c(=O)n12	-1	1	1	-10	-2	27	10	-1	5	3.1
COc1ccc(-c2noc(C3CCCN(S(=O)(=O)c4cccc(Cl)c4)C3)n2)cc1OC (centres undefined)	3	1	2	35	-1	4	-35	0	-3	-0.8
COc1cc(C2NC(=O)C(C#N)=C(S)N2c2ccc(C)cc2)ccc1OC(C)C (centres undefined)	2	-9	-9	-28	1	5	28	5	-3	0.3
CCc1ccccc1NC(=O)c1nnn(CC(=O)Nc2cccc(C)c2)c1N	-2	-4	-10	-3	-4	41	3	0	5	-1.5
COc1cccc(OC)c1OCc1cc(C2C3CCCC=C3C(C#N)=C(N)C2(C#N)C#N)c(C)cc1C (centres undefined)	-1	-4	-1	22	9	36	-21	0	10	9.8
CCS(=O)(=O)c1ccc(O)c(NC(=O)Nc2ccccc2)c1	-4	-15	-7	21	-1	35	-21	3	-3	-0.2
O=C(COc1ccc(S(=O)(=O)NCc2ccccc2)cc1Cl)N1CCOCC1	3	-9	4	38	-3	-10	-38	-4	-8	1.0
O=C(CCN1C(=O)C2CCCCC2C1=O)N1CCN(S(=O)(=O)c2cccc(F)c2)CC1 (centres undefined)	1	-5	-4	-18	0	-14	18	0	-16	-0.9
CCC(=O)N1CCN(c2ccc(NC(=O)c3ccco3)cc2)CC1	-1	-6	-1	nt	-2	10	nt	0	-1	-1.9
Cc1cccn2c(=S)[nH]nc12	-1	-9	-14	-4	1	-11	4	-2	-14	0.2
COc1ccc(Cc2noc(COc3ccc(Cl)cc3)n2)cc1	-7	-10	-1	5	-17	4	-5	nt	-12	1.6
O=C(C1CCCN(CCCc2ccccc2)C1)N1CCCCC1 (centres undefined)	-7	-4	-2	-54	-2	-1	54	0	-8	-0.8
CCC(C(=O)NCCc1ccco1)n1nc(C)c2c(C)n(-c3ccccc3)nc2c1=O (centres undefined)	-1	-6	1	8	0	-8	-8	8	-11	0.1
CCN(CC)C(=O)CSc1nc2cc3c(cc2c(=O)n1CCCCCC(=O)NCc1ccc(OC)cc1)OCO3	-4	-8	-10	23	1	8	-23	5	7	-0.1
O=C(NCc1ccccc1)C1=C[C@@H](c2ccccc2)C[C@@H](OCc2ccc(CO)cc2)O1	0	-1	-1	-12	-1	-2	12	nt	-12	2.9
Cc1nnc(SCC(=O)NC2CCCCC2C)s1 (centres undefined)	4	-4	-8	-9	2	-11	9	-4	-10	0.8
Cc1ccc(N(CC(=O)N2CCOCC2)S(=O)(=O)c2ccccc2)cc1	-1	5	-14	-14	2	7	14	17	16	0.6
Cc1nc2scc(C)n2c(=O)c1S(=O)(=O)NCC1CCN(Cc2ccc(F)cc2)CC1	-2	-3	-10	-8	1	3	8	3	1	1.4
O=C(COC(=O)c1ccco1)Nc1nc2ccccc2s1	-3	1	-5	-6	7	13	6	0	3	0.8
COc1ccc(C2(C#N)CCC(=O)N2c2ccccc2)cc1 (centres undefined)	3	-4	2	1	-6	3	-1	18	-19	-2.1

Part of the list above in order of count of non-hydrogen atoms, high to low.
SMILES	Keap1 Nrf2 FP	RTF Ca sens inh	PKA-R2B act	SR-BI DiI inh	DAGLB inh	Arr AP2 block	SR-BI uptake up	NSD2 inh	PvdQ inh	C-LANA FP
CCN(CC)C(=O)CSc1nc2cc3c(cc2c(=O)n1CCCCCC(=O)NCc1ccc(OC)cc1)OCO3	-4	-8	-10	23	1	8	-23	5	7	-0.1
O=C1CCCC/C=C\C[C@H](CC(=O)N(CCO)Cc2ccccc2)C(=O)NC[C@H](c2ccccc2)O1	2	-2	-9	5	-1	22	7	nt	-4	1.4
O=C1CC(N2CCN(Cc3ccc4c(c3)OCO4)CC2)C(=O)N1c1cccc2ccccc12 (centres undefined)	0	0	-5	-6	2	-3	6	-1	-8	0.4
COCCN(C(=O)c1ccc(-c2ccc(Cl)cc2)o1)c1c(N)n(CC(C)C)c(=O)[nH]c1=O	0	-8	3	7	2	5	-7	33	2	1.7
Cc1nnc(SCC2=C(C(=O)O)N3C(=O)C(NC(=O)COc4ccccc4)C3SC2)s1 (centres undefined)	-4	-1	3	-8	3	-5	8	2	-1	2.1
O=S(=O)(c1cccc(NC(=S)N2CCN(c3ccccc3)CC2)c1)C(F)F	-2	0	-10	16	-1	9	-16	-3	-8	-0.8
Cc1cc(=O)n2nc(N3CCCC3C(=O)NCc3ccccn3)sc2n1 (centres undefined)	-3	-8	-12	-7	0	-4	7	nt	-6	0.7
O=C(c1cn(CC(=O)N2CCCC2)c2ccccc12)C1CCCCC1	-1	-2	11	4	-3	-7	-4	nt	-14	1.8
Cc1nnc(SCC(=O)NNC(=O)COc2ccc(Cl)cc2)s1	-2	-3	-1	3	0	9	-3	-2	-10	0.2
CCS(=O)(=O)c1ccc(O)c(NC(=O)Nc2ccccc2)c1	-4	-15	-7	21	-1	35	-21	3	-3	-0.2
O=C(COC(=O)c1ccco1)Nc1nc2ccccc2s1	-3	1	-5	-6	7	13	6	0	3	0.8
Cc1nnc(SCC(=O)NC2CCCCC2C)s1 (centres undefined)	4	-4	-8	-9	2	-11	9	-4	-10	0.8

The list continues:
SMILES	Keap1 Nrf2 FP	RTF Ca sens inh	PKA-R2B act	SR-BI DiI inh	DAGLB inh	Arr AP2 block	SR-BI uptake up	NSD2 inh	PvdQ inh	C-LANA FP
O=C(/C=C/c1ccco1)N1CCN(S(=O)(=O)c2ccc(F)c(F)c2F)CC1	-7	-3	3	-6	-6	7	6	-3	8	1.5
O=C(NCCc1ccccc1)/C(=N\O)c1ccccc1	-3	9	-6	-12	-4	3	12	-1	-15	1.0
COC(=O)c1sccc1NC(=O)c1cc(C)on1	1	1	-6	18	-1	10	-18	-11	13	-1.4
COc1ccc([C@@H]2[C@@H]3C(=O)N(C(C)(C)C)C(=O)[C@@H]3[C@]3(Cc4ccccc4)C(=O)N(c4cccc(Br)c4)C(=O)N23)cc1	1	-1	-5	-29	-5	1	29	nt	-8	0.1

From PubChem
